# NPSR antag – qHTS Assay for Antagonists of the Neuropeptide S Receptor: cAMP Signal Transduction; CHO-NPSR cells, cAMP TR-FRET, antagonist mode; AID 1461, 2008; Q6W5P4; Potency, µM (top dose mostly 38.3 µM), without a hit: at the highest dose activity change, negative = inhibition, actives largely listed as inhibitors; 220,000 compounds, 1% hits; further: potency means the concentration at half of the fitted maximal effect; on the % scale 0 is the no-effect control and ±100 the full control effect; nearly all actives have a fitted effect of over 50% in size; many of its hits are not listed in these tables
# Target sequence (Q6W5P4 whole entry, looked up): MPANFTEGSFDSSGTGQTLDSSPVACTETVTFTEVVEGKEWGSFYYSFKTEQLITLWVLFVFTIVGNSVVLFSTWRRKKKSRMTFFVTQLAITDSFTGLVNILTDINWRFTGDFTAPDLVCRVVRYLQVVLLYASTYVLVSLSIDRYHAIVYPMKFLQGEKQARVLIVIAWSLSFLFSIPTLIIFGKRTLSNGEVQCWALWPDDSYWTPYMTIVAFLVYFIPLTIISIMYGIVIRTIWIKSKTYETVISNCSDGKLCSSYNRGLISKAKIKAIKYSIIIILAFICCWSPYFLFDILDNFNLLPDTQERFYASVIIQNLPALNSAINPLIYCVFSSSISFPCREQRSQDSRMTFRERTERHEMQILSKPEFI
# CBFb-RUNX1 inh – qHTS Assay for Compounds Blocking the Interaction Between CBF-beta and RUNX1 for the Treatment of Acute Myeloid Leukemia; AlphaScreen CBFb-His/RUNX1-biotin binding, biochemical; Potency, µM (series often up to 59.8 µM), for inactives: at the top dose activity, negative = inhibition, hits mostly inhibitors; 230,000 tested, under 10 active; further: % of control where 0% means no effect
# Target sequence (Q01196 whole entry, looked up): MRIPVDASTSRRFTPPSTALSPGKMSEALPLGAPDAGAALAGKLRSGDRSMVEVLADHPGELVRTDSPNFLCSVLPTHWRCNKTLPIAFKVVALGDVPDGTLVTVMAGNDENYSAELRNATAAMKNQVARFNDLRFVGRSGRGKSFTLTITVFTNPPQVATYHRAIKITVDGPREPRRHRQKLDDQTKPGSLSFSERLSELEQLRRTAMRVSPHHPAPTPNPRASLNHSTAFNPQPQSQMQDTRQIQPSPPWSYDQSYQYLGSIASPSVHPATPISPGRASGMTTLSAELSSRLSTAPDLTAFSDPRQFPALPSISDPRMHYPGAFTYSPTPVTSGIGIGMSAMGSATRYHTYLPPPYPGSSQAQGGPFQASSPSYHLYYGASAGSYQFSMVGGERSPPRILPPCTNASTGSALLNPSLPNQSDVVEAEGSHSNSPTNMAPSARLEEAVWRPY
# Target sequence (Q13951 whole entry, looked up): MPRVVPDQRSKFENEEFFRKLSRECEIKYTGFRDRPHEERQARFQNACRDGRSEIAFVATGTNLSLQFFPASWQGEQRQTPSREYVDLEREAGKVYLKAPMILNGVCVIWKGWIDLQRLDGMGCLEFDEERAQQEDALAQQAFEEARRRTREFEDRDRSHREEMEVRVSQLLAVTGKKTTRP
#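 Interaction loss through any mechanism counts as activity. Pre-formed complex of His-CBF-beta and biotin-RUNX1 (30 nM apiece) is incubated with compound 15 min, then with 50 ng nickel and 50 ng streptavidin beads for 90 min before AlphaScreen detection.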
# HTT aggregate – qHTS Multiplex Assay to Identify Dual Action Probes in a Cell Model of Huntington: Aggregate Formation (GFP); 220,000 compounds, 1.1% hits; AID 1688, 2009; PC12 HttQ103-GFP aggregates, Acumen cytometry, 40 h; Potency, µM (doses to about 46.1 µM), for inactives: at the highest dose activity change, negative = inhibition, usual class: inhibitors; further: potency means the concentration at half of the fitted maximal effect; on the % scale 0 is the no-effect control and ±100 the full control effect; nearly all actives have a fitted effect of over 60% in size
#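 Huntingtin Q103 exon 1–GFP aggregates in induced PC12 cells (100 nM tebufenozide) were quantified by cytometry from lysates, with compounds dosed in titration.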
# Epigenetic derep – Quantitative High-Throughput Screen for Regulators of Epigenetic Control. murine LDR cells, GFP reporter derepression, 30 h. Potency, µM (top dose mostly 53.9 µM), inactives show at the top dose GFP activation, actives largely listed as activators. 280,000 compounds, 0.2% hits. AID 1865, 2009; further: potency means the concentration at half of the fitted maximal effect; % of control where 0% means no effect; nearly all actives have a fitted effect of over 60% in size
#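 GFP-positive cell count by laser-scanning cytometry (objects 20–120 um) after 30 h, 37 C compound exposure of murine LDR cells; reporter is CMV-GFP integrated at a silenced locus, inducible by HDAC or DNMT inhibitors.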
# Luc counter – Counterscreen for Luciferase (Kinase-Glo TM) Inhibition; Kinase-Glo luciferase, ATP luminescence, 8 min; Luciferin 4-monooxygenase (Photuris pensylvanica), Q27757; 200,000 compounds, 0.28% hits; Potency, µM (series often up to 38.3 µM), without a hit: at the highest dose activity change, negative = inhibition, most hits filed as inhibitors; AID 1379, 2008; further: potency means the concentration at half of the fitted maximal effect; on the % scale 0 is the no-effect control and ±100 the full control effect; nearly all actives have a fitted effect of over 60% in size
#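 Light output from Kinase-Glo luciferase with luciferin and 10 uM ATP in 50 mM imidazole pH 7.2, KCl, MgCl2, Tween 20, BSA; compound pin-delivered, 8-min ambient incubation, then luminescence read.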
# IMPase Li cell – qHTS Assay for Identifying the Cell-Membrane Permeable IMPase Inhibitors: Potentiation with Lithium | CHO-M1 cells, IP1 TR-FRET (IP-One), carbachol + lithium | Potency, µM (titrated, usually from 59.4 µM), for the others: at the top dose activity, negative = IMPase inhibition, actives largely listed as inhibitors | 210,000 compounds, 0.35% hits;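 further: IP1 builds up when IMPase is blocked and the TR-FRET signal falls; potency means the concentration at half of the fitted maximal effect; plate controls were basal vehicle for no effect and high inhibitor control for full effect; nearly all actives have a fitted effect of over 50% in size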
#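 CHO cells stably expressing M1 receptor (2000/well) were cultured 16–30 h, then exposed to compounds with a small lithium addition for 30 min at 37C. IP1 was measured by TR-FRET competition; AC50 from Hill fits.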
# Lamin A splicing – qHTS Assay for Modulators of Lamin A Splicing; 200,000 compounds, 0.01% hits; HeLa LMNA splicing GFP/RFP minigene ratio, 48 h; Potency, µM (highest dose often 46.1 µM), for the others: at the highest dose ratio change, negative = inhibition, usual class: inhibitors; AID 1487, 2009; active means well fitted inhibition curve with a large enough effect in the signal ratio, with a control signal flat, not every such curve was filed as active; inconclusive means small, poorly fitted or top-dose-only effect, or effect the other way, or a change in a side signal; the % refers to the signal ratio; further: potency means the concentration at half of the fitted maximal effect; on the % scale 0 is the no-effect control and ±100 the full control effect
#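 S3 HeLa cells stably expressing lamin A-EGFP splicing minigene plus DsRed2, 600 cells/well, 48 h compound exposure at 37C. Laser-scanning cytometry; analysed as GFP (500-530 nm)/RFP (575-640 nm) total intensity ratio; 0.5% DMSO vehicle.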
# Starred values were filed as active, the others as inactive; ? = inconclusive; / = not tested or not shown; & = joins results of further samples; [ ] = dose if it differs, or a comment. Unless noted, the call rests on the fitted dose curve; in most records, active means well fitted curve in the direction sought with a large enough effect; inconclusive means small, poorly fitted or top-dose-only effect, or another doubt; inactive means no such curve, though single readings can be large; an effect the other way counts as inactive or inconclusive. Not all compounds are listed; count on the stated rates, not on these rows.
SMILES,NPSR antag,CBFb-RUNX1 inh,HTT aggregate,Epigenetic derep,Luc counter,IMPase Li cell,Lamin A splicing
COc1ccc2oc(=O)c(-c3nc4ccccc4o3)cc2c1,-19%,6%,-2%,0.0%,-4%,6%,-20%
CN(CC(=O)N1CCc2ccccc21)S(=O)(=O)c1cccc2cccnc12,-5%[46.1 µM],1%,-4%,0.0%,-4%,7%[38.3 µM],-12%
CCOC(=O)c1c(N)sn(-c2ccccc2C)c1=S,-3%[46.1 µM],-10%,-25%,1.7%,11%,-1%[38.3 µM],-2%
CC(=O)NC(Cc1ccccc1)C(=O)N1CCN(C(=O)c2ccco2)CC1 (configuration not stated),24%[46.1 µM],-1%,25%,-0.5%,-2%,6%[38.3 µM],-2%
COc1ccc(C2CC(=O)N3CN(c4ccccc4F)CSC3=C2C#N)cc1OC (configuration not stated),-6%[46.1 µM],-8%,1%,0.7%,0%,12%[38.3 µM],12%
COC(=O)CN(c1ccc(OC)cc1)S(=O)(=O)c1ccc(OC)c(OC)c1,1%[46.1 µM],8%,4%,-7.9%,1%,22%[38.3 µM],-6%
CCOc1cccc(CNn2cnnc2)c1OCc1ccccc1,-7%[46.1 µM],4%,1%,0.0%,-4%,-5%[38.3 µM],0%
Cc1cc(Cl)ccc1NC(=S)NCCCN1CCCC1=O,16%,14%,-2%,-1.5%,-2%,3%,-1%
Cc1c(CCOC(=O)CC23CC4CC(CC(C4)C2)C3)sc[n+]1Cc1ccccc1,-6%[46.1 µM],2%,11µM*,0.0%,-5%,18%[38.3 µM],4%
N#CCc1nc2ccccc2c(=O)[nH]1,48%,4%,15%[9.22 µM],4.4%,/,/,/
CCCCC(CC)C1OCC(C[N+]2(C)CCOCC2)O1 (configuration not stated),13%,-1%,2%,-1.1%,-1%,24%,-13%
CCOC(=O)c1cnc(-c2ccccc2)nc1Oc1ccccc1,-26%[46.1 µM],?,3%,-1.2%,-3%,17%[38.3 µM],0%
CCN1CCC2(CC1)N=C(c1ccc(F)cc1)C(=S)N2C(=O)c1ccc(C)cc1,?,-2%,?,-0.9%,/,/,?
COc1ccc2c(c1)C(SCC(=O)NCCc1ccc(Cl)cc1)CC(C)(C)O2 (configuration not stated),-27%,0%[2.36 µM],13%,-0.3%,1%,4%,?
Cc1cc(C)n2nc(SCC(=O)N(C(C)C)C(C)C)nc2n1,0%[46.1 µM],1%,9%,0.0%,-5%,9%[38.3 µM],3%
CSc1nc(C)c2c(n1)N(c1ccc(O)cc1)CC2,13%,-19%,-24%,-0.5%,-2%,20%,-21%[46 µM]
Cc1cc2nc(C)n(CCCN)c2cc1C,1%[46.1 µM],-2%,-13%,0.0%,-3%,-13%[38.3 µM],-3%
CCOc1ccc(-c2cnc(SCC(N)=O)nc2N)cc1,-4%[46.1 µM],-2%,-2%,-0.8%,1%,15%[38.3 µM],?
COC(=O)c1cnc(NNS(=O)(=O)c2ccc(Cl)cc2)nc1C(F)(F)F,-2%,3%,-19%[9.22 µM],2.1%,/,/,/
CSC1=NCCCN1C(=O)c1c(-c2ccccc2Cl)noc1C,-14%,-7%,-5%[9.22 µM],2.2%,/,/,/
CCCCn1c(=O)[nH]c(=O)c2c1nc(-c1ccc(-c3ccc(F)cc3)o1)n2C,-3%,7%,7%[9.22 µM],0.0%,/,/,/
Nc1ccc(Oc2ccc3nc(-c4ccccc4)c(-c4ccc([N+](=O)[O-])cc4)nc3c2)cc1,-28%[46.1 µM],?,-15%,-0.2%,-2%,14%[38.3 µM],6%
Nc1nc2c(c(=O)[nH]1)C(c1ccccc1)C1=C(N2)c2ccccc2C1=O (configuration not stated),-1%,-18%,-16%[9.22 µM],-1.1%,/,/,/
CCOc1ccccc1NC(=O)CN(c1nccs1)S(=O)(=O)c1ccc(N)cc1,1%[46.1 µM],1%,3%,0.7%,1%,-7%[38.3 µM],15%
NS(=O)(=O)c1ccc(Cc2ncc(C(F)(F)F)cc2Cl)s1,-4%[46.1 µM],-5%,-9%,0.8%,-2%,20%[38.3 µM],-10%
COC(=O)c1cn(NC(=O)c2ccc([N+](=O)[O-])c(C)c2)c(=O)c2ccccc12,-10%,0%,-22%,-5.3%,0%,9%,?
CC(C)=Cc1oc2ccc([N+](=O)[O-])cc2c1N1CCOCC1,15%,-6%,-13%[9.22 µM],-1.1%,-3%,4%,-3%[46 µM]
COc1ccccc1Nc1cc(C)nc2c(C)ccc([N+](=O)[O-])c12,-19%,/,32%,0.0%,-1%,-5%,?
O=c1c2c3c(sc2nc2n1CCCCC2)CCC3,2%[46.1 µM],-26%,9%,1.4%,-2%,23%[38.3 µM],-2%
Cc1nc2nc(C)c(CCC(=O)N3CCN(c4ccccc4)CC3)c(C)n2n1,0%[46.1 µM],2%,-1%,-2.4%,-1%,35%[38.3 µM],8%
CCN(CC)c1nc(Nc2ccccc2)nc(Oc2ccc(=O)[nH]n2)n1,-22%[46.1 µM],-4%,11%,-0.9%,-1%,33%[activator][38.3 µM],5%
CCN(CC)CCOC(=O)c1cccc(Br)c1,-25%[46.1 µM],8%,-8%,2.4%,2%,13%[38.3 µM],?
Cc1ccc(SCC(=O)Nc2ccc(F)cc2[N+](=O)[O-])cc1C,-17%,?,-20%,-1.0%,-6%,10%,2%
COc1ccc(C(=O)Nc2ccc3nc(N4CCCCC4)cc(C)c3c2)c(OC)c1,6%,2%,17%,2.0%&0.0%,-2%,-1%,-14%
CC(=O)c1ccc(OCC(=O)NCc2ccc(F)cc2)cc1,10%,6%,-7%,-0.2%,1%,-8%,/
O=C(NCCC1=CCCCC1)C1CCC(CNc2c(N3CCCCC3)c(=O)c2=O)CC1 (configuration not stated),-6%,13%,-35%[9.22 µM],1.0%,/,/,/
COc1ccc2c(c1)N1CCN=C1N2C,2%[46.1 µM],3%,1%,-1.2%,-4%,-6%[38.3 µM],-3%
CC(CN1CCOCC1)OC(=O)c1cccc(Br)c1 (configuration not stated),-14%[46.1 µM],-3%,11%,0.4%,-4%,-1%[38.3 µM],11%
Cc1cccc(C)c1OCC(=O)NCC1CCCO1 (configuration not stated),16%,4%,1%[9.22 µM],-4.4%,0%,1%,/
CCNC1=C(Cl)C(=O)c2ccccc2C1=O,4%[46.1 µM],/,13µM*,-3.3%,-13%,18%[38.3 µM],?
CN(C)c1nc(OCCNC(=O)COc2ccc(Cl)cc2Cl)nc(N(C)C)n1,-16%[46.1 µM],1%,-25%,-0.6%,-1%,26%[38.3 µM],?
COc1ccc(C2CC2C(=O)c2ccccn2)cc1 (configuration not stated),-7%,16%,-9%,-0.2%,0%,26%,/
Cc1ccc(C)c2[nH]c(=O)c(CCNC(=O)CC(C)(C)C)cc12,-6%,3%,-22%,-1.0%,0%,3%,4%
CC1Cc2ccccc2N1C(=O)COC(=O)CCc1nc2ccccc2c(=O)[nH]1 (configuration not stated),4%,-3%,12%[9.22 µM],-1.4%,-2%,5%,/
CCC(SCC(=O)OC)C(=O)Nc1nnc(C(C)C)s1 (configuration not stated),1%[46.1 µM],1%,19%,-0.4%,1%,4%[38.3 µM],-2%
O=C(O)/C=C\C(=O)Nc1ccccc1C(=O)NC1CCCCC1,-18%,11%,14%[9.22 µM],1.1%,3%,2%,/
C[N+]1(C)CCC[C@H]1C(=O)[O-],/,29%,/,2.7%[16.9 µM],3%[17.1 µM],5%,-10%
Cc1cc(C(=O)Nc2nc3c(s2)CCCC3)no1,-22%[46.1 µM],1%,10%,3.9%,?,21%[38.3 µM],13%

# As a working copy, some entries already given.
SMILES,NPSR antag,CBFb-RUNX1 inh,HTT aggregate,Epigenetic derep,Luc counter,IMPase Li cell,Lamin A splicing
CCC(SCC(=O)OC)C(=O)Nc1nnc(C(C)C)s1 (configuration not stated),1%[46.1 µM],1%,19%,-0.4%,1%,4%[38.3 µM],-2%
O=C(O)/C=C\C(=O)Nc1ccccc1C(=O)NC1CCCCC1,-18%,11%,14%[9.22 µM],1.1%,3%,2%,/
C[N+]1(C)CCC[C@H]1C(=O)[O-],/,29%,/,2.7%[16.9 µM],3%[17.1 µM],5%,-10%
Cc1cc(C(=O)Nc2nc3c(s2)CCCC3)no1,-22%[46.1 µM],1%,10%,3.9%,?,21%[38.3 µM],13%

# Five compounds from above, sorted by number of heavy atoms, rising.
SMILES,NPSR antag,CBFb-RUNX1 inh,HTT aggregate,Epigenetic derep,Luc counter,IMPase Li cell,Lamin A splicing
COc1ccc2c(c1)N1CCN=C1N2C,2%[46.1 µM],3%,1%,-1.2%,-4%,-6%[38.3 µM],-3%
Cc1cc(C(=O)Nc2nc3c(s2)CCCC3)no1,-22%[46.1 µM],1%,10%,3.9%,?,21%[38.3 µM],13%
Cc1cccc(C)c1OCC(=O)NCC1CCCO1 (configuration not stated),16%,4%,1%[9.22 µM],-4.4%,0%,1%,/
CCC(SCC(=O)OC)C(=O)Nc1nnc(C(C)C)s1 (configuration not stated),1%[46.1 µM],1%,19%,-0.4%,1%,4%[38.3 µM],-2%
Cc1ccc(C)c2[nH]c(=O)c(CCNC(=O)CC(C)(C)C)cc12,-6%,3%,-22%,-1.0%,0%,3%,4%

# Continuation:
SMILES,NPSR antag,CBFb-RUNX1 inh,HTT aggregate,Epigenetic derep,Luc counter,IMPase Li cell,Lamin A splicing
CCOc1ccc2nc(N/C(N)=N/S(C)(=O)=O)nc(C)c2c1,9%,-1%,-8%[9.22 µM],-1.7%,/,/,13%[46 µM]
CC(C)OC(=O)c1ccc(Cn2nnc3ccccc3c2=O)cc1,-23%[46.1 µM],-6%,-3%,-5.6%,0%,30%[38.3 µM],?
Cc1ccccc1C(=O)NNC(=O)/C=C/c1ccccc1,9%,17%,1%,1.3%,1%,-7%,-12%[46 µM]
N/C(=N\OC(=O)CCCc1ccccc1)c1ccc([N+](=O)[O-])cc1,2%,-2%,-18%,0.1%,-1%,10%,-13%
CCOC(=O)C1=C(C)NC(C)=C(C(=O)OCC)C1C(=O)OCC(=O)NC(C)C,-8%[46.1 µM],5%,-19%,0.0%,-1%,-4%[38.3 µM],-17%
CCn1cc(Br)c(-c2nc3ccccc3c(=O)n2N)n1,-7%[46.1 µM],2%,5%,-1.6%,-6%,-9%[38.3 µM],-7%
